GRK2 aptamer HTS: compounds blocking aptamer binding on GRK2 – biochemical, human GRK2, bead flow cytometry, HTS, primary screen | Beta-adrenergic receptor kinase 1 (Homo sapiens), P25098 | FAM-aptamer displacement from GRK2 | inhibition of aptamer binding, % at 10 µM | 0.59% of 330,000 active | AID 488847, 2010;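 active = inhibition of aptamer binding above 40%, roughly 3 SD of noise, on plates passing a quality check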;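 note: median bead fluorescence of bound FAM aptamer so fluorescent compounds give negative values; no value below 0 was filed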
BCLXL inh: inhibitors of human Bcl-xL, primary screen, biochemical, fluorescence polarization, HTS; Bcl-2-like protein 1 (Homo sapiens), Q07817; GST-Bcl-xL / FITC-Bim BH3 peptide fluorescence polarization; inhibition, % at 10.9 µM; 0.7% of 320,000 active; AID 2129, 2009;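 active = inhibition above the mean of all tested compounds plus 3 SD, cutoff set per campaign, cut at about 30% in these data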;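 note: 0% = DMSO wells and 100% = unlabeled Bim-BH3 peptide competitor; inhibitors lower millipolarization by displacing the labeled peptide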
MCL1-BIM inh: inhibitors of MCL1 binding to BIM-BH3, primary screen, biochemical, fluorescence polarization | Induced myeloid leukemia cell differentiation protein Mcl-1 (Homo sapiens), Q07820 | GST-MCL1 / FITC-Bim-BH3 fluorescence polarization | inhibition, % at 10.9 µM | 0.68% of 320,000 active | AID 2057, 2009;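 active = inhibition above the mean inhibition of all tested compounds plus 3 SD, set per campaign, cut at about 40% in these data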;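 note: 0% = DMSO wells and 100% = unlabeled Bim-BH3 peptide control; higher means more loss of mP so more displacement of Bim peptide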
CIT2-GFP yeast: modulators of CIT2-GFP expression in yeast, primary screen, S. cerevisiae, GFP fusion, multiplex flow cytometry, MLPCN library. GFP response vs DMSO, % at 10 µM. 0.065% of 320,000 active. S. cerevisiae CIT2-GFP strain, 3 h; 100 means same as DMSO wells;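 active = GFP response relative to DMSO above a set limit, near the screen mean plus 3 SD, cut at about 150% in these data; inconclusive = Fewer than 70 cells measured for a yeast strain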;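 note: ratio of well median GFP fluorescence to mean of DMSO wells on the plate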
AGP1 TOR yeast: modulators of AGP1-GFP expression in yeast TOR pathway, primary screen, cell-based, multiplex flow cytometry, S. cerevisiae, MLPCN library. AID 2066, 2009. 3 h; GFP as percent of DMSO wells. 0.02% of 320,000 active. GFP response vs DMSO, % at 10 µM;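 active = GFP response relative to DMSO above a set limit, near screen average plus 3 SD, cut at about 150% in these data; inconclusive = fewer than 70 cells counted for the yeast strain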;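 note: median GFP channel fluorescence of the gated AGP1 strain per well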
GLD-1 TGE inh: GLD-1/TGE RNA complex disruptors, primary screen, biochemical, fluorescence polarization. purified GLD-1 + fluorescein TGE RNA. inhibition, % at 5.96 µM. 0.44% of 320,000 active. AID 2280, 2010;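 active = percent inhibition above a per-plate cutoff, the plate mean of test compounds plus 3 SD, cut at about 30% in these data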;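 note: 0% = DMSO wells with GLD-1 and probe and 100% = wells lacking GLD-1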
MEX-5 binding: MEX-5 zinc finger RNA-binding disruptors – biochemical, C. elegans, fluorescence polarization, MLPCN library, primary screen; 0.38% of 300,000 active; MEX-5/FITC-TCR2 RNA binding; stronger effect = lower value; activity score (negative = inhibition of binding), % at 10 µM; AID 1832, 2009; Zinc finger protein mex-5 (Caenorhabditis elegans), Q9XUB2;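 active = inhibition past about -25% in most replicates, and total fluorescence under double the plate's negative control median, limit read from the data; inconclusive = replicates evenly split on the limit, or fluorescence at least double controls; inactive = too little inhibition in most replicates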;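 note: 0% = DMSO and -100% = 5 µM competing unlabeled TCR2 RNA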
VLA-4 inh: inhibition in human VLA-4 binding assay, primary screen, VLA-4 allosteric modulator project, MLPCN library, flow cytometry, VLA-4 expressing cells | ligand binding flow cytometry | inhibition, % (about 7 µM as worked out from the volumes in the protocol) | Integrin alpha-4 (Homo sapiens), P13612 | 0.2% of 330,000 active; in the data active = inhibition above about 50%
Target sequence (P13612 whole entry, looked up): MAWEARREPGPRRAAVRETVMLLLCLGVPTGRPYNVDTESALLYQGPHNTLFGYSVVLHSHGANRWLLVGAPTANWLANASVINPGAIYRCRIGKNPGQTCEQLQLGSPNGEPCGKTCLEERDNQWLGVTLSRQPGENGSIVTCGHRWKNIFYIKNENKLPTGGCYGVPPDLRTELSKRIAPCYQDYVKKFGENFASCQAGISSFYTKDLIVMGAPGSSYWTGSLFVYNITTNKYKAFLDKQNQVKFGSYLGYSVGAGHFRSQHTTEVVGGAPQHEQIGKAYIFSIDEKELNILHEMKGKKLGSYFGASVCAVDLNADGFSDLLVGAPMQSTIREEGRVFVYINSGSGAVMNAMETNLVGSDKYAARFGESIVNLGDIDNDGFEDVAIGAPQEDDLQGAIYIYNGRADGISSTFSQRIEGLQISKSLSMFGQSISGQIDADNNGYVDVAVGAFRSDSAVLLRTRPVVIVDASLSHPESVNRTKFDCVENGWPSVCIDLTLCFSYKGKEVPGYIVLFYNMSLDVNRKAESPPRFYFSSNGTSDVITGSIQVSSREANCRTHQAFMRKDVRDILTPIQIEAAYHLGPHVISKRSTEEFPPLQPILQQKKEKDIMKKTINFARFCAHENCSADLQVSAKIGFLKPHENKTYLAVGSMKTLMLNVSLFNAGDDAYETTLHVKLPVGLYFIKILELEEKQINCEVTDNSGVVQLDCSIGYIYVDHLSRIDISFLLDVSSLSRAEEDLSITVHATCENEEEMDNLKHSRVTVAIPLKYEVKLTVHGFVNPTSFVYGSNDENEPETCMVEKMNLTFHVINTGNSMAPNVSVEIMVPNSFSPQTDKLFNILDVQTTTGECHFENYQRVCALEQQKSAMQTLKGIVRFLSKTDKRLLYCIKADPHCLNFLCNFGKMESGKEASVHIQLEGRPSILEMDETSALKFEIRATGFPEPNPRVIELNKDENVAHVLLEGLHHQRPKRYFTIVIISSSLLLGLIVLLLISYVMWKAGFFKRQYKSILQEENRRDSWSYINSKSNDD
Yeast superoxide: reduction of superoxide in aged yeast, primary screen, HTS | S. cerevisiae aged cells, superoxide DHE fluorescence; stronger effect = lower value | 0.18% of 330,000 active | AID 2690, 2010 | superoxide response (% of plate mean), % at 10 µM;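 active = superoxide response under a set limit, about three screen SD below normal, cut at about 65% in these data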;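 note: yeast aged for seven days with compound at 30 °C before DHE staining; 100% = average MFI of all compound-treated wells on the plate with controls excluded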
Starred values were filed as active, the others as inactive; ? = inconclusive; . = no result given. An unsorted share of the library; 2.1% or so of the library scored in one or more.

SMILES	GRK2 aptamer HTS	BCLXL inh	MCL1-BIM inh	CIT2-GFP yeast	AGP1 TOR yeast	GLD-1 TGE inh	MEX-5 binding	VLA-4 inh	Yeast superoxide
COc1ccc(OCCOC(=O)c2cccc(-n3cnnn3)c2)cc1	1	4	7	92	96	-6	-2.9	4	109
Cc1c(-n2c(=S)[nH]c3ccccc3c2=O)c(=O)n(-c2ccccc2)n1C	2	1	2	97	100	0	1.4	8	89
COc1ccc(C2SCCN2S(=O)(=O)c2ccccc2)cc1 (centres undefined)	4	-3	-6	78	98	-4	-1.7	9	90
COCCN1CN=C(Nc2nc3ccccc3o2)NC1	6	6	0	98	94	3	2.5	1	113
CS(=O)(=O)c1ccc2nc(NC(=O)c3ccc(Cl)nc3)sc2c1	0	1	-1	93	97	-2	-1.6	47	89
Cn1c(SCC(=O)Nc2ccccc2Cl)nnc1C1CC1	0	8	2	106	109	-5	-0.4	-3	103
Cc1ccc(CNC(=O)CN(Cc2ccccc2)S(C)(=O)=O)cc1	2	7	1	97	100	7	0.6	-2	84
COc1cc(/C=C/C(=O)c2ccc3c(c2)OCO3)cc(OC)c1OC	2	4	6	98	87	3	.	4	108
Cn1c(=O)c(=O)n(C)c2cc(S(=O)(=O)N3CCCCCC3)ccc21	1	8	3	94	98	2	0.7	-1	110
CN(Cc1cc2ccccc2[nH]c1=O)C(=O)C1CCCCC1	2	8	7	95	93	2	-0.2	-5	103
CCCCCCC(=O)Oc1ccc(N2C(=O)CCC2=O)cc1	0	3	-5	88	86	-4	-1.8	-7	91
Cc1ccc(C(c2nnnn2CS(=O)(=O)c2ccc(C)cc2)N2CCC(C(N)=O)CC2)cc1 (centres undefined)	2	2	-8	107	102	6	0.3	-10	84
CC(C)CN(CC(C)C)C(=O)Nc1ccc(F)cc1F	3	2	-1	105	100	-7	3.3	7	96
CCCCCCCCCCCCCCCC[N+](C)(C)CCN(Cc1ccc(OC)cc1)c1ncccn1	0	15	-13	?	?	-1	.	27	91
CCc1ccc(NC(=O)CC2C(=O)NCCN2C(=O)c2ccccc2OC)cc1 (centres undefined)	0	2	0	.	95	-1	0.4	5	107
O=C(O)C1CCCCC1C(=O)Nc1ccc2c(c1)CCC2 (centres undefined)	0	3	7	96	98	8	0.2	4	99
COc1ccc(/C=N/Nc2ccccn2)cc1O	4	5	1	88	103	6	3.5	-1	94
Cc1ccc(S(=O)(=O)c2cc3ccccc3oc2=O)cc1	0	6	-1	100	102	4	-1.9	2	109
COc1ccc(NC(=O)CSc2nc(-c3ccc(C)cc3)cc(C(F)(F)F)c2C#N)cc1	0	5	-6	100	98	-5	3.8	0	115
COc1cc(NC(=O)C2CCCN(S(=O)(=O)c3cnc[nH]3)C2)cc(OC)c1 (centres undefined)	1	1	1	101	105	2	1.2	10	100
Cc1ccc(/C=N/Nc2nncn2N)cc1	0	6	4	106	95	3	0.1	-15	92
CCSc1ccccc1C(=O)N1CCC2(CC1)CC(=O)c1ccccc1O2	1	2	13	109	104	1	4.2	-17	109
O=C(Nc1ccccc1F)C1C2C=CC3(O2)C1C(=O)N(c1cccnc1)C3C(=O)NC1CCCCC1 (centres undefined)	0	6	3	.	111	4	2.0	5	98
Cn1c(Sc2nc3ccccc3n2C)nc2ccccc21	0	-1	0	96	101	4	-0.8	68*	101
CC(C)Sc1nc2ccsc2c(=O)[nH]1	0	-1	-5	109	98	8	-0.4	-2	104
Further compounds follow.
SMILES	GRK2 aptamer HTS	BCLXL inh	MCL1-BIM inh	CIT2-GFP yeast	AGP1 TOR yeast	GLD-1 TGE inh	MEX-5 binding	VLA-4 inh	Yeast superoxide
Cc1ccc(S(=O)(=O)Nc2nc3ccccc3s2)cc1[N+](=O)[O-]	0	7	11	94	104	-1	-1.5	-4	79
O=C(O)CCSc1nc(C(F)(F)F)cc(=O)n1-c1ccccc1	0	6	8	94	100	5	-1.7	-2	91
Cc1ccc(S(=O)(=O)N2CCCC(C(=O)N3CCN(c4ccccc4)CC3)C2)cc1 (centres undefined)	0	6	0	94	98	3	2.1	0	106
CCOC(=O)Cc1csc(NC(=O)CSc2nc3sc(C(=O)O)c(C)c3c(=O)[nH]2)n1	1	1	5	103	103	4	1.2	7	93
COc1ccc2nc(SCC(=O)NC(C)c3ccccc3)[nH]c2c1 (centres undefined)	0	0	-1	93	93	4	.	-5	217
O=C(CC1C(=O)NCCN1C(=O)Nc1ccccc1)Nc1ccc2c(c1)OCCO2 (centres undefined)	0	4	1	110	113	7	1.7	-2	92
O=C(CSc1nnc(-c2cccnc2)o1)c1cc2ccccc2oc1=O	0	0	3	103	.	3	-0.2	9	102
COCCN(C(=S)Nc1ccccc1OC)C1CCN(C(C)=O)CC1	3	11	8	105	107	3	-1.3	-1	91
Cc1cc(-c2ccccc2)nc2cc(C(=O)NCc3ccco3)nn12	16	8	9	102	97	2	-0.8	-3	97
O=C(Nc1ncccn1)c1ccc(C(F)(F)F)cc1	3	4	-3	103	98	-2	-0.5	6	105
O=C(O)CCOc1ccc2c(c1)OCCO2	4	1	-2	95	97	-3	0.5	-6	104
CCN(CC)CCSc1nnc(Nc2ccccc2)n1-c1ccccc1	0	2	3	99	110	4	0.6	7	91
CC(=O)Nc1ccc(NC(=O)CSc2nc3nc(C)cc(C)c3c(=O)[nH]2)cc1	3	6	3	80	87	4	0.7	7	71
O=C(O)c1cc2nc(-c3ccccc3)cc(-c3ccccc3)n2n1	0	23	23	101	96	-1	-6.7	-4	125
COc1ccc(CCNC(=O)Cn2nc([N+](=O)[O-])c(Br)c2C)cc1OC	3	0	-7	75	94	5	-3.7	-17	103
Cc1ccc2c(c1)NC(=O)c1cc([N+](=O)[O-])ccc1O2	0	7	3	98	95	0	-1.8	0	123
Cc1cccc([C@@H]2[C@@H]3C(=O)N(Cc4ccccc4)C(=O)[C@@H]3[C@]3(C)C(=O)N(c4ccc(C(F)(F)F)cc4)C(=O)N23)c1	0	0	-2	62	73	12	3.6	-6	88
CC(C)(C)C(=O)/C(=C/c1ccc(Cl)cc1)n1cncn1	1	.	.	117	108	.	-0.1	5	97
CC1CCN(S(=O)(=O)c2ccc3c(c2)CC(C)N3C(=O)C2CCC2)CC1 (centres undefined)	0	1	-4	95	91	0	3.1	3	108
O=C(Nc1ccnn1C1CCN(Cc2ccc(O)c(Cl)c2)CC1)C1CCCC1	0	1	1	92	94	6	-4.6	20	122
O=C(Nc1ccc(Oc2cccnc2)cc1)C1CCN(Cc2cc(Cl)ccc2O)CC1	0	5	1	107	107	3	-2.0	11	87
CC(c1ccco1)N(C(=O)c1ccc(C(F)(F)F)cc1)c1ccccn1 (centres undefined)	1	3	5	111	106	1	-0.7	36	102
CCSc1cc(N2CCCC2)nc(-c2ccccc2)n1	0	2	4	105	96	7	2.6	10	93
Cc1ccc(C(c2ccc(C)o2)c2cccc([N+](=O)[O-])c2O)o1	1	2	3	112	104	5	1.0	19	93
O=C(Nc1sc2c(c1C(=O)O)CCCCC2)c1ccccc1	1	11	11	101	87	7	0.0	-9	142

Record cards (already shown):
Listed for `O=C(CC1C(=O)NCCN1C(=O)Nc1ccccc1)Nc1ccc2c(c1)OCCO2` (centres undefined) → GRK2 aptamer HTS = 0; BCLXL inh = 4; MCL1-BIM inh = 1; CIT2-GFP yeast = 110; AGP1 TOR yeast = 113; GLD-1 TGE inh = 7; MEX-5 binding = 1.7; VLA-4 inh = -2; Yeast superoxide = 92
Listed for `Cc1ccc(S(=O)(=O)Nc2nc3ccccc3s2)cc1[N+](=O)[O-]` → GRK2 aptamer HTS = 0; BCLXL inh = 7; MCL1-BIM inh = 11; CIT2-GFP yeast = 94; AGP1 TOR yeast = 104; GLD-1 TGE inh = -1; MEX-5 binding = -1.5; VLA-4 inh = -4; Yeast superoxide = 79

(continued)
SMILES	GRK2 aptamer HTS	BCLXL inh	MCL1-BIM inh	CIT2-GFP yeast	AGP1 TOR yeast	GLD-1 TGE inh	MEX-5 binding	VLA-4 inh	Yeast superoxide
O=C(NCc1cccs1)c1ccccc1C(=O)NCc1cccs1	2	3	-4	94	104	-2	-1.0	11	105
O=C(Nc1ccc2c(c1)S(=O)(=O)N=C1CCCCCN12)c1ccccc1Cl	1	6	3	96	81	4	1.8	13	106
COc1ccccc1-c1nnc(Nc2nc3c(OC)cccc3s2)o1	1	4	7	93	102	-2	.	29	101
O=C(Cn1cc(C(F)(F)F)cc(Cl)c1=O)Nc1cc(S(=O)(=O)N2CCOCC2)ccc1Cl	1	0	9	106	101	4	1.2	13	91
O=C(Nc1cccc(S(=O)(=O)N2CCOCC2)c1)C1=NN(c2ccccc2)C(=O)CC1	0	-3	0	94	91	-10	-0.1	-3	100
CCOc1cc(C(=O)N2CCC3(CC2)NCCc2[nH]cnc23)cc(OCC)c1OCC	4	4	2	97	104	1	-0.4	16	94
CC(O)CNc1ccc(-c2nn(C)c(=O)c3ccccc23)cc1[N+](=O)[O-] (centres undefined)	0	5	5	95	103	9	1.5	4	94
CC(CCCN(C)C)C(Cc1ccccc1)c1ccccc1 (centres undefined)	0	2	-5	99	105	1	3.5	7	111
CN(C)C1N(C(=O)c2ccccc2)N=C2c3ccccc3S(=O)(=O)N21 (centres undefined)	0	4	2	96	104	-3	1.2	3	97
Cc1ccc(S(=O)(=O)Oc2ccccc2/C=C2\SC(=O)NC2=O)cc1	0	6	7	101	97	8	1.2	-1	114
CC(=O)NCc1ccc2[nH]c(C)cc2c1	0	14	10	110	107	5	-8.6	-7	97
COCCN(C(=O)c1csnn1)C(C(=O)NC1CCCC1)c1ccc(C)cc1 (centres undefined)	1	5	4	93	102	-1	0.3	-5	94
COc1ccc(N2C(=O)c3ccccc3NC2c2ccc(OC)c(COc3ccccn3)c2)cc1 (centres undefined)	0	5	7	107	102	6	0.2	8	88
Cc1cccc(C)c1-n1nnnc1SCSc1nnnn1-c1c(C)cccc1C	1	-5	0	107	105	3	-1.6	-1	114
Cc1ccc(CC(=O)Nc2nnc(-c3ccc(F)cc3)o2)c(C)c1	0	3	4	94	106	7	0.3	43	95
COc1cccc(NC(=O)Nc2c(C)n(C)n(-c3ccccc3)c2=O)c1	0	2	5	102	103	-2	-0.5	17	99

A portion of the results above:
SMILES	GRK2 aptamer HTS	BCLXL inh	MCL1-BIM inh	CIT2-GFP yeast	AGP1 TOR yeast	GLD-1 TGE inh	MEX-5 binding	VLA-4 inh	Yeast superoxide
O=C(NCc1cccs1)c1ccccc1C(=O)NCc1cccs1	2	3	-4	94	104	-2	-1.0	11	105
O=C(Nc1ccc2c(c1)S(=O)(=O)N=C1CCCCCN12)c1ccccc1Cl	1	6	3	96	81	4	1.8	13	106
COc1ccccc1-c1nnc(Nc2nc3c(OC)cccc3s2)o1	1	4	7	93	102	-2	.	29	101

High-throughput results (PubChem BioAssay)
